Bioassay records (PubChem BioAssay)
DNA Pol III inh: DNA polymerase III holoenzyme inhibition; reconstituted DNA polymerase III holoenzyme replication, biochemical; Potency, µM (titrated, usually from 57.1 µM), for the others: at the top dose activity change, negative = inhibition; 71,000 tested, 0.25% active; also: potency is read from the fitted curve at half-maximal effect; % is scaled to controls: 0 for no effect and ±100 for the full control effect
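Reconstituted *E. coli* holoenzyme (0.35 nM Pol III, 1 nM beta, 154 nM SSB, 2 nM primase) was preincubated with compound for 15 min at RT. Synthesis on 1.4 nM ssM13Gori ran 35 min, then was stopped with PicoGreen/EDTA and read as dsDNA fluorescence.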
CRE-bla Fsk: CRE-bla signaling modulation under forskolin stimulation; CHO CRE-bla reporter (cAMP response element driving beta-lactamase), forskolin EC10, beta-lactamase ratio; Potency, µM (doses to about 38.2 µM), without a hit: at the top dose activity change, negative = inhibition, actives largely listed as activators; 71,000 tested, 2.5% active; active = well fitted activation curve with a large enough effect in the signal ratio, with a control signal flat, not every such curve was filed as active; inconclusive = small, poorly fitted or top-dose-only effect, or effect the other way, or a change in a side signal; the % refers to the signal ratio; also: potency is read from the fitted curve at half-maximal effect; % of control where 0% means no effect
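Modulation of forskolin signalling: compounds in titration series added with EC10 NKH 477 to CHO cells carrying a CRE-driven beta-lactamase reporter, 3 h, 37C. CCF4 FRET ratio (460/530 nm, ex 405 nm) gives %activity and AC50.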
BRCT inh red: disrupts BRCA1 BRCT binding to phosphoprotein, red fluorophore readout; P38398; BRCT-phosphopeptide binding, red fluorescence polarization; Potency, µM (top dose mostly 76.9 µM), for inactives: at the highest dose activity change, negative = inhibition, most hits filed as inhibitors; 75,000 tested, 0.03% active; also: % is scaled to controls: 0 for no effect and ±100 for the full control effect
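Fluorescence polarization: 100 nM His-tagged BRCA1 BRCT with 100 nM TAMRA-labelled phospho-BACH1 decapeptide, phosphate buffer pH 7.3 with 150 mM NaCl, DTT, 0.01% Tween 20; 12 min RT. Binding inhibition seen as FP decrease.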
HADH2 inh: HADH2 (human) dehydrogenase inhibition; Potency, µM (series often up to 57.1 µM), without a hit: at the top dose activity change, negative = inhibition, most hits filed as inhibitors; 73,000 tested, 3.4% active; AID 886; recombinant HADH2, NADH fluorescence, beta-hydroxybutyryl-CoA; also: potency is read from the fitted curve at half-maximal effect; % is scaled to controls: 0 for no effect and ±100 for the full control effect; nearly all actives have a fitted effect of over 60% in size; many of its hits are not listed in these tables
Target sequence (Q99714 whole entry, looked up, one chain of several): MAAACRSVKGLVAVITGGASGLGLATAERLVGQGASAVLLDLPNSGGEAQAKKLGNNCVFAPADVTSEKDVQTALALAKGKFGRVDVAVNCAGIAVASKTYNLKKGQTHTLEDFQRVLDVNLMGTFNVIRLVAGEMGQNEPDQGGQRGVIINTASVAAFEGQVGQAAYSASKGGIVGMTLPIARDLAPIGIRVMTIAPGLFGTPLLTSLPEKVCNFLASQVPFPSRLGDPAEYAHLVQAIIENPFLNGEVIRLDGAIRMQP
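NADH fluorescence (ex 360/em 450 nm) read every 30 s for 4 min; activity taken as last-minus-first time point difference. Enzyme 20 nM, NAD+ 1 mM, beta-hydroxybutyryl-CoA 90 uM, pH 9.0 Tris buffer.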
Hsp90 Hop PPI: changes Hsp90-Hop TPR2A binding signal, up or down. AID 595. 71,000 tested, 0.44% active. AlphaScreen TPR2A-His6 binding biotin-Hsp90 C-terminal peptide. Potency, µM (series often up to 57 µM), inactives show at the highest dose activity change, negative = inhibition; active = well fitted curve in either direction with a large enough effect; inconclusive = small, poorly fitted or top-dose-only effect, or another doubt; also: potency is read from the fitted curve at half-maximal effect; % is scaled to controls: 0 for no effect and ±100 for the full control effect; many of its hits are not listed in these tables
UbGFP stabilizer: ubiquitin-GFP accumulation via proteasome inhibition | Ubiquitin-GFP reporter cells, proteasome inhibition, GFP fluorescence; response scale: untreated = 0%, 10 µM MG-132 = 100% | Potency, µM (highest dose often 45.9 µM), without a hit: top-dose activation (GFP accumulation), most hits filed as activators | 67,000 tested, under 10 active | AID 526; active = well fitted activation curve with a large enough effect, not every such curve was filed as active; inconclusive = small, poorly fitted or top-dose-only effect, or another doubt; inactive = no such curve, though single readings can be large or run the other way; also: potency is read from the fitted curve at half-maximal effect
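GFP accumulation read-out: laser plate cytometry counting ubiquitin(G76V)-GFP-expressing U2OS cells after 4 hr compound exposure at 37 °C. Titrations spanned 46 uM to 2.9 nM; 0% = basal, 100% = 10 uM MG-132; concentration-response curves fitted.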
BRCT inh green: inhibitors of human BRCA1 BRCT-phosphoprotein interaction (green fluorophore). P38398. BRCA1 BRCT-phosphopeptide binding, green fluorescence polarization. Potency, µM (highest dose often 76.9 µM), inactives show at the highest dose activity change, negative = inhibition, hits mostly inhibitors. 75,000 tested, 0.05% active. AID 875;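 also: potency is read from the fitted curve at half-maximal effect; plate controls were peptide without protein for full effect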
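Compounds were incubated for 12 min at room temperature with a complex of 100 nM fluorescein-tagged pBACH1 decapeptide and 250 nM His-tagged BRCT protein. Buffer was phosphate pH 7.3 with EDTA, DTT and Tween 20. Disruption of binding lowers the polarization signal.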
GFP derepression: epigenetic modulators derepressing GFP locus in mouse cells | Potency, µM (doses to about 46.1 µM), for inactives: at the highest dose GFP derepression (activation) | mouse C127i GFP locus derepression, cytometry, 30 h | 68,000 tested, 0.09% active; also: % of control where 0% means no effect
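Derepression screen: silenced CMV-GFP reporter in murine C127i cells, 30 h compound incubation at 37 C, washed cells imaged by laser-scanning cytometer to enumerate GFP-expressing objects of 20 to 120 um.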
ALOX15 inhib: inhibitors of human 15-lipoxygenase (ALOX15); Potency, µM (titrated, usually from 57.1 µM), without a hit: at the highest dose activity change, negative = inhibition, usual class: inhibitors; purified 15hLO-1, xylenol orange hydroperoxide absorbance; 74,000 tested, 1.4% active; P16050; also: potency is read from the fitted curve at half-maximal effect; % is scaled to controls: 0 for no effect and ±100 for the full control effect; nearly all actives have a fitted effect of over 55% in size
Target sequence (P16050 whole entry, looked up): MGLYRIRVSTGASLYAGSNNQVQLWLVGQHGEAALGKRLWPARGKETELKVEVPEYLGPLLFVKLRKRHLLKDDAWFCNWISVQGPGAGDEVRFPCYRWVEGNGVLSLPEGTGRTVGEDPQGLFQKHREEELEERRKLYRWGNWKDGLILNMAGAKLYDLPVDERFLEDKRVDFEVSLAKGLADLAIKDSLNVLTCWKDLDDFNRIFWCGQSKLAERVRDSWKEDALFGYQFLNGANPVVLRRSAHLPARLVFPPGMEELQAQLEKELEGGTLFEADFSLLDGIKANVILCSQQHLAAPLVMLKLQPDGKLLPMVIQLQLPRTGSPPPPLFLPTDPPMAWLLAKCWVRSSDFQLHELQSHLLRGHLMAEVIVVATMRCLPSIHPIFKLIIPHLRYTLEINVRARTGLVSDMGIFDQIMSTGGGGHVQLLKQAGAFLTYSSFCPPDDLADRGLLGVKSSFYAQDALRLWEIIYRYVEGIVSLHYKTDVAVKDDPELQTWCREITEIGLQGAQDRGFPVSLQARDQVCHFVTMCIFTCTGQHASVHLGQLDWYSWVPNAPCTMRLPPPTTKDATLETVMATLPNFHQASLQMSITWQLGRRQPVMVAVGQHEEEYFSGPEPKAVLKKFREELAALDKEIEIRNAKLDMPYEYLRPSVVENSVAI
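Readout: Fe(III)-xylenol orange absorbance, 573-to-405 nm ratio as reaction progress. Enzyme 40 nM purified human 15hLO-1, substrate 50 uM arachidonic acid, 6 min RT after 15 min compound preincubation; Hepes pH 7.5 buffer with Triton X-100.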
HBB splicing: hemoglobin beta splicing modulation; HBB splicing reporter cell assay, activation; EGFP reporter with mutant IVS2-654 intron; response scale: normalised to 500 nM splice-correcting PNA; 65,000 tested, 0.06% active; Potency, µM (top dose mostly 46.1 µM), for inactives: top-dose activation, actives largely listed as activators; also: potency is read from the fitted curve at half-maximal effect; 0% is about no effect
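Compounds were applied for 2 days to HeLa EGFP-654 cells, 500/well in Optimem with 2% FCS. The reporter's EGFP is disrupted by mis-splicing of beta-globin intron IVS2-654. Readout: summed well GFP fluorescence from 488 nm laser scanning; reference was 500 nM antisense […] 654 PNA.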
USP2a inh: blocks human ubiquitin-specific protease USP2a | AID 927 | Potency, µM (series often up to 38.3 µM), without a hit: top-dose activity change, negative = inhibition, most hits filed as inhibitors | 60,000 tested, 0.1% active | O75604 | USP2a enzymatic assay, qHTS inhibition;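 also: potency is read from the fitted curve at half-maximal effect; nearly all actives have a fitted effect of over 60% in size; plate controls were DMSO for no effect and NEM full inhibition control for full effect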
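USP2 core (20nM final) preincubated 30 min RT with compound, then Ub-PLA2 20nM and NBD C6-HPC 20uM final added; buffer 20mM Tris-HCl pH 8.0, 2mM CaCl2. Fluorescence Ex 460/Em 535 read at 0 and 2.5 h; normalized to NEM.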
* marks the source's active call; other numbers are inactive results; ? = inconclusive; . = no result given; [ ] = dose if it differs, or a comment. Unless noted, calls follow the shape of the dose curve; as a rule, active = well fitted curve in the direction sought with a large enough effect; inconclusive = small, poorly fitted or top-dose-only effect, or another doubt; inactive = no such curve, though single readings can be large; an effect the other way counts as inactive or inconclusive. A portion of the library (hit frequency here may not be typical).

Under each structure – DNA Pol III inh | CRE-bla Fsk | BRCT inh red | HADH2 inh | Hsp90 Hop PPI | UbGFP stabilizer | BRCT inh green | GFP derepression | ALOX15 inhib | HBB splicing | USP2a inh
> O=C(CSc1nc(-c2ccco2)cc(C(F)(F)F)n1)Nc1ccc(C(=O)N2CCCCC2)cc1
  -3% | ? | -0.6% | 5% | -3% | 0% | 1.3% | -7% | -4% | -0.5% | .
> O=S1(=O)CCC(S(=O)(=O)N2CCCCCC2)C1 (configuration not stated)
  1% | -2% | -0.1% | 10% | -3% | 0% | -2.3% | 1% | 16% | -0.2%[57.5 µM] | .
> COc1cccc(Nc2nc(=O)[nH]nc2C)c1
  0% | -9% | -1.8% | -1% | -8% | -5% | 3.9% | -3% | 4% | -0.2% | -9%
> COCCNC(=O)C(c1cccs1)N(C(=O)Cn1nnc2ccccc21)c1cccc(C(C)=O)c1 (configuration not stated)
  -5% | 0% | 0.2% | 9% | 1% | -2% | 0.0% | 0% | 5% | . | 1%
> C/C(N)=C(/C#N)C(=O)COC(=O)CC1CCCC1
  ? | -5% | 0.0% | 11% | 2% | 2% | -3.0% | 0% | 9% | 0.2%[57.5 µM] | 10%
> CN(C)Cc1cc(Cl)c(O)c(CN(C)C)c1
  0%[11.4 µM] | -4%[7.6 µM] | -0.2%[15.4 µM] | 0%[11.4 µM] | -3%[11 µM] | -5%[9.17 µM] | -0.1%[15.4 µM] | -4%[9.22 µM] | -11%[11.4 µM] | -1.1%[9.22 µM] | .
> CO[C@@H]1COC(=O)C/C=C\[C@H](C)[C@H](OC)COC(=O)[C@H]2CCCN2C(=O)C/C=C\[C@H]1C
  . | . | 1.2%[15.4 µM] | -1%[11.4 µM] | . | . | -0.9%[15.4 µM] | . | 4%[11.4 µM] | -0.4%[9.22 µM] | .
> Fc1ccccc1C(c1nnnn1Cc1ccc2c(c1)OCO2)N1CCN(Cc2ccco2)CC1 (configuration not stated)
  3% | -6% | -1.1% | 13% | -5% | -7% | 0.3% | 4% | -5% | -0.4%[57.5 µM] | 24%
> O=c1oc2ccccc2c2nccnc12
  -8% | 0% | -0.1% | -5% | 0% | -6% | -1.9% | -5% | 0% | -2.0% | -6%
> CC(C)NC(=O)N1CC[C@@]2(CCCN(C(=O)c3ccco3)C2)C1
  11% | ? | -0.8% | -1% | 2% | 0% | -5.0% | 0%[9.22 µM] | 8% | 3.1% | 5%
> COC(=O)N1CC(C)N(C(=O)OC)CC1C (configuration not stated)
  -2% | 6% | -1.3% | 11% | -2% | -9% | -2.7% | -4% | 4% | 0.4%[9.22 µM] | -8%
> Cc1nnc(NC2=NCCC2)o1
  -4% | ? | -0.3% | 11% | -14% | 2% | -0.4% | 3% | 6% | -0.7% | -4%
> O=C(Cn1c(C(=O)NCCCN2CCOCC2)cc2sccc21)c1ccccc1
  -4% | -15% | 0.9% | 12% | -2% | 3% | 1.8% | -1% | 2% | 0.4%[57.5 µM] | 7%
> CCc1nc(-c2ccccc2O)n(-c2ccccc2)n1
  1% | ? | -1.8% | 2% | 8% | 0% | -3.1% | 4% | 3% | -0.6% | 6%
> CC(NC(=O)c1cccnc1)C(=O)N1CCCCC1 (configuration not stated)
  4% | 1% | 0.7% | 4% | -14% | -5% | -2.5% | -1% | 0% | -0.5% | 0%
> CCC(C)c1ccc(NC(=O)C2CC2)cc1 (configuration not stated)
  -1% | 10% | 0.3% | 0% | 3% | 6% | 1.0% | 5% | -1% | 2.3% | 4%
> O=C1CNC(=O)/C1=C\N1CCCCC1
  -4% | -8% | 0.1% | -13% | 4% | 5% | -1.3% | -2% | 5% | -0.2% | 4%
> COc1cccc(C2(O)CCN(C(=O)C3CCC3)CC2)c1
  -6% | -11% | -1.4% | 19% | -1% | 0% | -0.9% | -2% | 1% | -2.6% | -2%
> Cc1cccc(-c2c3c(=O)n(C)c(=O)n(C)c3c3c(C)cc(C)nn23)c1
  -8% | ? | -1.1% | 6% | 3% | -10% | -5.2% | 2% | 2% | -6.5% | 0%
> Cc1noc(C)c1CSCC(=O)OCc1nc2ccccc2c(=O)n1CC#N
  -6% | ? | -0.1% | 0% | 1% | -2% | -3.4% | 0% | -6% | 0.1%[57.5 µM] | 18%
> CN(C)/C=C1\C=C(c2ccccc2)OC1=O
  -3% | ? | -1.1% | ? | -7% | -3% | -1.3% | 12% | -28% | 1.3% | 1%
> Cc1ccc(NS(=O)(=O)c2cc(C(=O)N3CCOCC3)ccc2C)cc1C
  11% | 0% | 1.0% | 5% | -4% | -9% | -3.4% | 0% | 3% | 2.8% | 7%
> Cc1c(NC(=O)OCCSc2nc(N(C)C)nc(N(C)C)n2)sc(=S)n1C
  -3% | ? | -0.2% | -18% | 0% | 5% | -3.9% | 2% | -6% | -0.7%[9.22 µM] | 2%
> O=C(O)Cc1cc(Cl)ccc1O
  -16%[11.4 µM] | 1%[7.6 µM] | -1.6%[15.4 µM] | -1%[11.4 µM] | -1%[11 µM] | -2%[9.17 µM] | -1.1%[15.4 µM] | -1%[9.22 µM] | 0%[11.4 µM] | 6.4%[9.22 µM] | .
> O=C(CSc1ccc2nnc(-c3ccncc3)n2n1)Nc1ccc2c(c1)OCO2
  2% | ? | 0.7% | -17% | -11% | 8% | -1.3% | . | -5% | 0.0% | .
> Cc1ccc(SCc2cc(=O)[nH]c(N3CCN(Cc4ccc5c(c4)OCO5)CC3)n2)cc1
  -1% | -7% | -0.4% | 7% | -2% | 5% | -3.0% | -3% | -1% | -1.4% | 1%
> O=CNCCCc1nc2ccccc2n1Cc1ccccc1
  -6% | 0% | -0.4% | 14% | -1% | 4% | -0.9% | 4% | 4% | 2.6%[57.5 µM] | 4%
> NC[C@@H]1O[C@H](c2ccccc2)Cc2c1ccc(O)c2O
  -6% | -8% | 1.5% | ? | -4% | 0% | 7.5% | 1% | -7%[25.6 µM] | . | .
> O=C(Oc1ccc(-c2ccccc2)cc1)N1CCCCC1
  9% | -3% | -0.1% | 7% | 30% | -3% | -0.2% | 0% | 0% | 0.5% | -10%
> COc1ccc(C(c2nnnn2Cc2cccs2)N2CCN(c3ccccc3)CC2)cc1OC (configuration not stated)
  -2% | -10% | -1.2% | 0% | -11% | 8% | -0.9% | 16% | 5% | -0.3%[57.5 µM] | .

The results go on:
Under each structure – DNA Pol III inh | CRE-bla Fsk | BRCT inh red | HADH2 inh | Hsp90 Hop PPI | UbGFP stabilizer | BRCT inh green | GFP derepression | ALOX15 inhib | HBB splicing | USP2a inh
> CCOC(=O)C1=C2N(C)c3ccccc3N2CCC1=O
  -3% | 9% | 1.2% | -9% | -3% | 15% | -3.8% | -2% | 1% | -0.8% | 0%
> CC(NC(=O)Cn1cnc2c1c(=O)n(C)c(=O)n2C)c1ccccc1 (configuration not stated)
  3% | 1% | -0.1% | -1% | -1% | -4% | -3.8% | -2% | 9% | 0.0% | 3%
> CCOc1cc(C#N)c(NC(=O)c2ccnn2C)cc1OCC
  -7% | 17% | -0.3% | -27% | -1% | 4% | -2.1% | . | 5% | 1.0% | .
> O=C(c1cc(-c2ccccn2)nc2c(Cl)cccc12)N1CCN(C(=O)C2CCCO2)CC1 (configuration not stated)
  0% | ? | -0.7% | -13% | -6% | -2% | 1.0% | 0% | -2% | 0.8% | 30%[activator]
> COc1ccc(-n2nc(C(=O)Nc3ccc4c(c3)OCO4)c3ccccc3c2=O)cc1
  1% | ? | -1.1% | 0% | -1% | 6% | 1.6% | 0% | -5% | 11% | 35%[activator]
> Nc1nonc1C(=O)OCC(=O)N1CCCCC1
  0% | -1% | -0.1% | 7% | -1% | -3% | -0.5% | -4% | 9% | -1.5% | -8%
> O=C(Nc1ccc2c(c1)OCCO2)C1CCN(c2cnccn2)CC1
  -2% | 0% | 0.7% | -2% | -5% | 1% | -4.1% | 0% | 6% | 0.0%[57.5 µM] | .
> Cc1ccc2cccc(S(=O)(=O)NC3CCS(=O)(=O)C3)c2n1 (configuration not stated)
  -10% | 21% | -0.4% | ? | -5% | -1% | 2.0% | 3% | -24% | -1.3% | 10%
